# FBPA coupling cs: qHTS Assay for Inhibitors of Fructose-1,6-bisphosphate Aldolase from Giardia Lamblia: Coupling assay counterscreen | coupling enzyme system counterscreen, AmpLite Red fluorescence | activity change, negative = inhibition, % at 58.2 µM, hits read low | 290,000 tested, 0.67% active; in the data active = activity change below about -30%; note: % is set by controls: 0 for no effect and ±100 for the full control effect
#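 Activity here indicates interference with the coupling reaction, not aldolase inhibition. Compounds at 57.5 uM final met coupling enzymes for 10 min at RT; substrate and AmpLite Red detection followed, with a 525/598 nm fluorescence read after 20 min.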
# TSG101-PTAP inh: qHTS Assay for Iinhibitors of HIV-1 Budding by Blocking the Interaction of PTAP/TSG101; Tumor susceptibility gene 101 protein (Homo sapiens), Q99816; Fluorescence polarization, FITC-PTAP peptide / Tsg101 binding; Potency, µM (titrated, usually from 115 µM), for inactives: top-dose activity change, negative = inhibition, usual class: inhibitors; 340,000 tested, under 10 active; active = well fitted inhibition curve with a large enough effect in the main read-out, with a control signal flat, not every such curve was filed as active; inconclusive = small, poorly fitted or top-dose-only effect, or effect the other way, or a change in a side signal; inactive = no such curve, though single readings can be large or run the other way; note: potency is the fitted concentration of half-maximal effect; % of control where 0% means no effect
#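 Steps: Tsg101 binding domain dispensed (10 uM final), compounds pinned in DMSO, FITC-labeled PTAP-motif peptide added (50 nM final); after 20 min binding at room temperature, polarization measured.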
# PKM2 act: qHTS Assay for Activators of Human Muscle isoform 2 Pyruvate Kinase. purified PKM2, Kinase-Glo ATP luminescence, activation; response scale: 0% is enzyme alone, no compound. Pyruvate kinase PKM (Homo sapiens), P14618. Potency, µM (titrated, usually from 57.5 µM), for the others: at the top dose activation, hits mostly activators. AID 1631, 2009. 260,000 tested, 0.34% active; note: potency is the fitted concentration of half-maximal effect; % is set by controls: 0 for no effect and ±100 for the full control effect; nearly all actives have a fitted effect of over 55% in size
#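 hPK-M2, >95% pure; 0.1 mM ADP / 0.5 mM PEP final; imidazole pH7.2 buffer w/ 7 mM MgCl2, 50 mM KCl; 1 h RT; Kinase-Glo lum. Intermediate enzyme activity for dual inhibitor/activator qHTS.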
# Integrin act MD: qHTS for Activators of Integrin-Mediated Alleviation for Muscular Dystrophy; alpha7betagal myoblasts, beta-gal FDG fluorescence, 48 h; Potency, µM (titrated, usually from 38.3 µM), for the others: at the highest dose activation, actives largely listed as activators; 350,000 tested, 0.064% active; AID 624291, 2012;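 note: potency is the fitted concentration of half-maximal effect; 100% = response of the positive control SU9516; nearly all actives have a fitted effect of over 60% in size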
#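 alpha7betagal+/- myoblasts (passage 13, 250/well) treated 48 h at 37C with compounds at 1:260 dilution of DMSO stock. Lysed, then beta-galactosidase activity read as FDG fluorescence (ex 480/em 540) after 30 min, with pre-read for autofluorescence.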
# Tb PFK inh: qHTS Assay to Find Inhibitors of T. brucei phosphofructokinase | ATP-dependent 6-phosphofructokinase (Trypanosoma brucei brucei), O15648 | T. brucei PFK, ADP-Glo luminescence | Potency, µM (highest dose often 57.5 µM), without a hit: at the top dose activity, negative = inhibition, usual class: inhibitors | 330,000 tested, 0.17% active | AID 485367, 2010;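 note: potency is the fitted concentration of half-maximal effect; 0% = uninhibited 1x PFK enzyme wells and -100% = no-enzyme wells; nearly all actives have a fitted effect of over 60% in size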
# Target sequence (O15648 whole entry, looked up): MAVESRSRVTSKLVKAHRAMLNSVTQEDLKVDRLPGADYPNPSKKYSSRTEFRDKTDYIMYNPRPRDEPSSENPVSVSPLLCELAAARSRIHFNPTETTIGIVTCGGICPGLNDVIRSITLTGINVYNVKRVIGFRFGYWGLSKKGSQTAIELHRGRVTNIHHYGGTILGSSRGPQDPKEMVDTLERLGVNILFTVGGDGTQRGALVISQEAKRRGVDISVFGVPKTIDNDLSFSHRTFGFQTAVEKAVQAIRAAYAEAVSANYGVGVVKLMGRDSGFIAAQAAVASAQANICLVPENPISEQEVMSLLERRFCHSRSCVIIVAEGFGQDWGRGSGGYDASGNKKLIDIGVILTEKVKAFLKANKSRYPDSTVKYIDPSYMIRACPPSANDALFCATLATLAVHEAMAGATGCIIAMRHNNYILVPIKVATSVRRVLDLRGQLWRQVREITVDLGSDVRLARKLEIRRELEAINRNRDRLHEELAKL
#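 In TEA buffer at pH 8.0 with 5 mM MgCl2, enzyme (1.25 nM) converted F6P (0.5 mM) and ATP (0.1 mM) for 45 min at room temperature. ADP product was read by luciferase luminescence.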
# Giardia killer: Small Molecules that selectively kill Giardia lamblia: qHTS; 340,000 tested, 0.15% active; AID 540267, 2011; Giardia lamblia trophozoite viability; activity change, % at 7.66 µM, hits read low; in the data active = activity change below about -80%; inconclusive = between about -30% and that limit;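 note: parasites exposed to compound for two days anaerobically before the ATP read; % is set by controls: 0 for no effect and ±100 for the full control effect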
#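 Anaerobic 48 hrs incubation at 37 deg C of 100 trophozoites/well with test compounds; ATPLite 1-Step luminescence, 15-30 min RT, reports cellular ATP as viability.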
# Menin-MLL TR inh: qHTS Assay for Inhibitors Targeting the Menin-MLL Interaction in MLL Related Leukemias: Competition With Texas Red Labeled MLL-derived Mutant Peptide. O00255. Menin + Texas Red MLL mutant peptide, fluorescence polarization. 270,000 tested, 0.23% active. Potency, µM (highest dose often 61.6 µM), for inactives: at the highest dose FP activity change, negative = inhibition, hits mostly inhibitors; active = well fitted inhibition curve with a large enough effect in the polarisation, with a control signal flat, not every such curve was filed as active; inconclusive = small, poorly fitted or top-dose-only effect, or effect the other way, or a change in a side signal; inactive = no such curve, though single readings can be large or run the other way; the % refers to the polarisation; note: potency is the fitted concentration of half-maximal effect; % of control where 0% means no effect; many of its hits are not listed in these tables
# Target sequence (O00255 whole entry, looked up): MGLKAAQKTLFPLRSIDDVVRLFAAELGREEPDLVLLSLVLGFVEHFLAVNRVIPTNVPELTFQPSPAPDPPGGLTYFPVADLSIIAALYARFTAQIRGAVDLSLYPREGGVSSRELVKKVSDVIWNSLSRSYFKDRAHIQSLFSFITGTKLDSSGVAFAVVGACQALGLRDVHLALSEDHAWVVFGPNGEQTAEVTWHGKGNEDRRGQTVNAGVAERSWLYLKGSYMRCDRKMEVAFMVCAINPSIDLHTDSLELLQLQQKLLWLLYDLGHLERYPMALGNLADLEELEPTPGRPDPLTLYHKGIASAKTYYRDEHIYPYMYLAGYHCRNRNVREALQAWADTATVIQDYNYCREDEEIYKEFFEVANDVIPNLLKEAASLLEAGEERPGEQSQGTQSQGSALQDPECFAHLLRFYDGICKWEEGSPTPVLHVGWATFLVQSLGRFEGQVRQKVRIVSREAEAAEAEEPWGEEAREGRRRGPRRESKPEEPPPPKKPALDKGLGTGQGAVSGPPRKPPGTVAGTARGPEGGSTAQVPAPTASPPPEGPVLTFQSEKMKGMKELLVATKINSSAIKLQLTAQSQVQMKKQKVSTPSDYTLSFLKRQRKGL
# GALK inhibitor: qHTS Assay for Inhibitors of Human Galactokinase (GALK). P51570. AID 1868, 2009. Potency, µM (top dose mostly 57.5 µM), for inactives: top-dose activity change, negative = inhibition, usual class: inhibitors. Purified GALK, Kinase-Glo residual ATP luminescence. 270,000 tested, 0.007% active; note: potency is the fitted concentration of half-maximal effect; % is set by controls: 0 for no effect and ±100 for the full control effect
#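 5 nM enzyme, 35 uM ATP, 100 uM galactose, 20 mM HEPES pH8.0, 5 mM MgCl2; 1 h RT; residual ATP by Kinase-Glo Plus luminescence, qHTS format.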
# S-ASM inh: Inhibitors of Secretory Acid Sphingomyelinase (S-ASM): qHTS; Sphingomyelin phosphodiesterase (Homo sapiens), P17405; placental ASM, HMU-PC fluorogenic substrate, 60 min; Potency, µM (titrated, usually from 57.5 µM), for the others: at the highest dose activity change, negative = inhibition, most hits filed as inhibitors; 340,000 tested, 0.006% active; note: potency is the fitted concentration of half-maximal effect
#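 Fluorescence read-out (Ex 386 nm, Em 447 nm) after stopping the reaction at pH 10. Enzyme: ASM from human placenta; substrate HMU-PC0, 9 uM final; 60 min, 37 °C. Compound preincubation 10 min, ambient temperature.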
# BCR signal inh: qHTS Assay to Find Inhibitors of Chronic Active B-Cell Receptor Signaling | ABC-DLBCL IkBa-CBG/CBR reporter, luminescence ratio, 4 h | Potency, µM (doses to about 46.1 µM), without a hit: top-dose ratio change, negative = lower green/red ratio, actives largely listed as inhibitors | 340,000 tested, 0.05% active | AID 493014, 2011; active = well fitted inhibition curve with a large enough effect in the signal ratio, with a control signal flat, not every such curve was filed as active; inconclusive = small, poorly fitted or top-dose-only effect, or effect the other way, or a change in a side signal; the % refers to the signal ratio;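 note: potency is the fitted concentration of half-maximal effect; plate controls were basal doxycycline-induced cells for no effect and cells given 10 µM MG132 for full effect; MG132 reads +100%, hits lower the ratio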
#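 Compounds up to 46 uM were incubated four hours with TMD8 cells whose green CBG68 luciferase is fused to IkappaBalpha; red CBR luminescence normalised the signal, and concentration-effect curves were fitted to fusion, red and ratio data.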
# B2AR arrestin: qHTS assay of beta-arrestin-biased ligands of beta2-adrenergic receptor; beta-arrestin recruitment to beta2AR, cell-based reporter; Beta-2 adrenergic receptor (Homo sapiens), P07550; 330,000 tested, 0.02% active; Potency, µM (doses to about 46.1 µM), without a hit: at the top dose activation, hits mostly activators;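 note: potency is the fitted concentration of half-maximal effect; 0% = DMSO controls and full agonism = EC100 isoproterenol or metaproterenol; nearly all actives have a fitted effect of over 65% in size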
# Numbers without * were called inactive; ? = inconclusive; · = not tested or not shown; [ ] = another dose, or the depositor's remark. Unless noted, calls come from the whole dose curve; as a rule, active = well fitted curve in the direction sought with a large enough effect; inconclusive = small, poorly fitted or top-dose-only effect, or another doubt; inactive = no such curve, though single readings can be large; an effect the other way counts as inactive or inconclusive. Only part of the results is shown. The share of hits here may be higher or lower than overall.
SMILES,FBPA coupling cs,TSG101-PTAP inh,PKM2 act,Integrin act MD,Tb PFK inh,Giardia killer,Menin-MLL TR inh,GALK inhibitor,S-ASM inh,BCR signal inh,B2AR arrestin
Cc1nonc1OCCNCc1c(C(=O)N2CCCCCCC2)nc2ccc(Cl)cn12,-7,-1%,7%,-15%,0%,-4,?,2%,4%,-13%,-0.6%
Cc1ccc(-c2nc(C)sc2CC(=O)Nc2nnc(C)s2)cc1,3,2%,-3%,9%,-2%,-2,-13%,8%,0%,-9%,-0.1%
CN(Cc1nc(-c2cnccn2)no1)CC1CCN(Cc2ccccc2)CC1,0,-10%,-4%,-22%,-5%,-4,-17%,6%,4%,-1%,-0.3%
CCOc1ncccc1C(=O)OCC(=O)N1CCN(S(=O)(=O)c2ccccc2)CC1,2,-9%,3%,1%,-2%,-10,0%,2%,-2%,-2%,8.2%
CCC(C)NS(=O)(=O)c1ccc(NC(=O)CCC2CCCCC2)cc1 (stereo not given),3,-4%,2%,18%,2%,20,10%,·,1%,-2%,-0.9%
Cc1cc(C)cc(Nc2ccc(C(=O)O)cc2[N+](=O)[O-])c1,12,-7%,·,0%,2%,-19,?,-1%,9%,7%,-0.2%
COc1ccc(CNC(=O)c2ccc3c(=O)n4c(nc3c2)CCCCC4)cc1OC,·,-3%,·,-5%,26%,0,·,·,0%,1%,0.1%
COc1ccc(NC(=O)c2c(-c3ccccc3)noc2C)c(OC)c1,0,-4%,-6%,12%,-1%,-7,-9%,0%,0%,15%,0.1%
O=C(CCCN1C(=O)/C(=C/c2cccs2)SC1=S)Nc1cc([N+](=O)[O-])ccc1O,·,-3%,·,?,3%,-5,·,-7%,0%,0%,0.4%
CCCCn1c(N)c(N(CC(C)C)C(=O)C2CSC3(C)CCC(=O)N23)c(=O)[nH]c1=O (stereo not given),·,-6%,·,-5%,2%,1,·,·,6%,3%,-0.1%
CCCOc1ccc(-c2cc3onc(-c4ccccc4)c3c(=O)n2C)cc1,·,·,·,23%,0%,-10,·,·,-5%,4%,0.5%
CCOC(=O)CCC(=O)N1CCOCCN(C(=O)CCC(=O)OCC)CCOCC1,0,-4%,3%,4%,4%,-10,0%,7%,-1%,7%,-0.4%
CCOc1cc(S(=O)(=O)N2CCN(C(=O)c3ccco3)CC2)ccc1F,3,-3%,1%,-8%,-5%,4,6%,7%,-5%,0%,-0.2%
Cc1ccccc1NC(=O)/C(C#N)=C/c1ccccc1C(F)(F)F,0,0%,9%,13%,-2%,-1,0%,-2%,0%,1%,0.2%
O=C(c1nc2ccccn2c1CNCCn1ccc2ccccc21)N1CCOCC1,0,-5%,-1%,-8%,-1%,1,·,-2%,2%,3%,-0.7%
c1ccc(Cc2ccc(OCCN3CCOCC3)cc2)cc1,2,0%,0%[11.5 µM],-20%,-17%,-5,-24%,0%,0%,2%,-0.4%
CC(=O)NC(Cc1ccccc1)C(=O)NC1CCN(c2ncccc2[N+](=O)[O-])CC1 (stereo not given),0,-4%,-2%,1%,0%,?,10%,-2%,-2%,?,0.2%
Cc1cccc(C(=O)N/N=C/c2ccc(OC3CSC3)cc2)c1,1,-9%,-1%,0%,1%,13,-7%,-1%,0%,-6%,-0.9%
O=C1OC(N2C(=O)CC[C@H]2C(=O)Nc2ccc3c(c2)OCO3)c2ccccc21 (stereo not given in full),-1,-3%,2%,5%,-2%,12,-2%,·,-2%,9%,0.3%
Cc1cccc(NC(=O)C(C)C(=O)c2ccccc2)c1 (stereo not given),7,0%,-1%[11.5 µM],-11%,3%,25,7%,-2%,-5%,12%,-0.5%
COc1ccccc1N(CC(=O)NC1CCCC1)C(=O)CCC(=O)Nc1ccccn1,0,-2%,1%,-22%,1%,24,6%,-4%,-1%,?,0.1%
CN(/N=C/c1cc(Br)cc(Br)c1O)c1cccc(C(F)(F)F)n1,-1,2%,·,-28%,-5%,9,?,2%,11%,?,2.0%
CC(C)OP(=O)(c1ccc(N(C)C)cc1)C(O)c1ccccc1F (stereo not given),2,-4%,4%,-9%,0%,2,4%,-1%,1%,2%,-0.2%
O=C(CSc1nc(C2CC2)nc2ccccc12)NCc1ccc2c(c1)OCO2,0,·,0%,·,2%,·,-19%,-2%,·,-9%,0.0%
CCN(CC)c1nc(N)c2c(N)n(-c3ccccc3C)c(=S)c(C#N)c2c1C#N,1,-5%,8%,44%,4%,-3,-13%,0%,2%,?,0.0%
O=C(N/N=C/c1ccccn1)c1cccc(S(=O)(=O)N2CCCC2)c1,-3,-1%,7%,?,1%,2,·,-1%,-1%,-1%,0.5%
CCOc1ccc(C(C)=O)cc1NC(=O)/C=C\C(=O)O,0,-7%,2%,-8%,4%,-7,-2%,0%,0%,-28%,-1.1%
N=C1C(c2ccccc2)=C(O)CN1NC(=O)c1ccc(Cl)cc1,3,6%,-2%,-3%,1%,12,-1%,-1%,2%,0%,0.0%
Nc1ccccc1C(=O)NNc1ncc(C(F)(F)F)cc1Cl,3,-3%,9%,5%,-24%,17,12%,-2%,17%,-21%,5.9%
Cc1nc2ccc(NC(=O)CCC3CCCC3)cc2s1,2,1%,0%,7%,0%,-7,2%,0%,6%,22%,0.1%
CO[C@H]1C=CO[C@@]2(C)Oc3c(C)c(O)c4c(O)c(c(C=NN5CCN(C)CC5)c(O)c4c3C2=O)NC(=O)C(C)=CC=C[C@H](C)[C@H](O)[C@@H](C)[C@@H](O)[C@@H](C)[C@H](OC(C)=O)[C@@H]1C,-51*,-5%,-1%,·,-18%,-4,?,-2%,-6%,?,3.1%
CCn1c2ccccc2c2cc(NC(=O)CCCN3C(=O)CCC3=O)ccc21,-13,-2%,-2%,-14%,2%,-2,?,0%,-2%,?,-0.4%
Cc1cc(C)n(-c2nc3ccccc3nc2Nc2ccc(CC(=O)O)cc2)n1,13,-4%,0%,9%,3%,-23,1%,2%,28%,?,0.2%
O=C(/C=C/c1ccccc1)N(c1ccccn1)C1CCCCC1,4,0%,2%,-10%,0%,0,3%,0%,0%,?,-0.2%
COc1cccc(-c2nnc(N)o2)c1,2,-1%,-8%,-8%,3%,-26,22%,3%,0%,3%,-0.4%
COc1cc(-n2c(=O)c3ccccc3n(CC(=O)c3ccc(Br)cc3)c2=O)cc(OC)c1OC,2,0%,2%,-17%,-7%,-20,6%,-1%,-2%,-2%,-0.1%
COc1ccc(S(=O)(=O)N(C(=O)c2ccncc2)c2ccc3oc4c(c3c2)CCCC4)cc1,2,1%,-4%,-12%,10%,-1,9%,-3%,-1%,?,0.1%
CCn1c(/C=C/Nc2ccccc2)[n+](CC)c2ccc(Cl)cc21,4,3%,-12%,-30%,5%,22,-21%,·,30%,-1%,-1.8%
CC(C)C(NC(=O)c1c(F)cccc1F)C(=O)N1CCN(S(=O)(=O)c2ccc(F)cc2)CC1 (stereo not given),·,-5%,·,-22%,3%,3,·,·,3%,-1%,-0.1%
N/C(=N\NC(=O)c1sccc1OCc1ccc(Cl)cc1Cl)c1ccccn1,-3,-3%,-6%,-36%,-1%,9,-1%,-1%,-9%,-13%,-0.4%
O=C(COC(=O)c1ccccn1)NC12CC3CC(CC(C3)C1)C2,3,-5%,2%,-2%,1%,12,-1%,0%,0%,6%,0.1%
C/C(Cc1ccccc1)=N\NC(=O)CCCCCC(=O)N/N=C(\C)Cc1ccccc1,2,-1%,6%,11%,5%,-17,?,1%,-2%,-5%,-0.7%
CN(C)S(=O)(=O)c1cccc(NS(=O)(=O)c2ccc(Cl)s2)c1,5,-3%,2%,?,1%,-1,-3%,0%,4%,2%,-0.8%

# Assay outcomes from PubChem BioAssay.
